# proKLK7 act: activators of human kallikrein-7 zymogen | 0.9% of 370,000 active | AID 652039 | purified proKLK7, EDANS-DABCYL substrate fluorescence; 100% is mature enzyme control, 0% vehicle | activation, % at 7 µM | P49862;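 active = activation above the mean of all tested compounds plus 3 SD, computed per campaign excluding outliers beyond control limits, cut at about 13% in these data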
# Tn6 DDE FP: DD(E)-Tn6 binding inhibition, primary FP screen; Fibrin DD(E) TRITC-Tn6 fluorescence polarization displacement; 0.21% of 370,000 active; inhibition, % at 8.3 µM; P02675; AID 720509;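 active = inhibition above a per-campaign cutoff: mean of compounds within control limits plus 3 SD, cut at about 15% in these data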;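 note: 0% = median of all compound wells on the plate and 100% = blocking peptide control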
# LEDGF integ inh: blocks HIV-1 LEDGF/p75-dependent DNA integration. inhibition, % at 3.7 µM. AID 743269. TR-FRET IN-LEDGF/p75 DNA integration, Eu/Cy5. 0.64% of 370,000 active;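 active = inhibition above the screen-wide mean plus 3 SD, cut at about 13% in these data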;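 note: signal is the Cy5 over europium emission ratio at 671 and 618 nm; 0% = plate median of compound wells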
# ASAP1 GAP inh: inhibitors of human ASAP1 ArfGAP activity | AID 624377 | inhibition, % at 16.5 µM | ASAP1-stimulated ARF1 GTP hydrolysis, GDP FP detection | 0.19% of 360,000 active | Q9ULH1; in the data active = inhibition above about 25%;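 note: 0% = vehicle with enzyme and substrate and 100% = no enzyme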
# TDP2 inh: blocks human TDP2 phosphodiesterase activity; recombinant TDP2, T5PNP hydrolysis, p-nitrophenol absorbance 415 nm; inhibition, % at 12.8 µM; 0.34% of 370,000 active;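 active = inhibition above the mean of all tested compounds plus 3 SD, set per campaign, cut at about 25% in these data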;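 note: 0% = DMSO with enzyme and 100% = buffer with substrate but no TDP2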
#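 Read-out basis: percent inhibition. System: recombinant human TDP2. Buffer or medium: Mg2+-containing Tris-HCl buffer, pH 7.5. Repeats: single replicate. Timing: reaction 2 h, 37 °C. Benchmarks: high control without enzyme, low control DMSO plus TDP2. Probe or stimulus: 5 mM T5PNP. Doses: 12.8 µM only. Measured by: epi absorbance of p-nitrophenol freed from T5PNP by hydrolysis.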
# ADAM17 inh: inhibitors of human ADAM17; P78536; recombinant ADAM17, EDANS/DABCYL FRET peptide cleavage; inhibition, % at 6.95 µM; 0.83% of 370,000 active;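 active = inhibition above the mean of compounds lying between control limits plus 3 SD, set per campaign, cut at about 8.5% in these data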;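 note: 0% = DMSO-only wells as the low control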
# ADAM10 inh: inhibits human ADAM10; O14672; recombinant ADAM10, EDANS/DABCYL FRET peptide cleavage, 3 h; inhibition, % at 7 µM; 0.62% of 370,000 active;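 active = inhibition above a per-campaign cutoff equal to the mean of compounds falling between control-based bounds plus 3 SD, cut at about 20% in these data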;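 note: 0% = DMSO wells while the 100% control is not disclosed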
# Tn7 DDE FP: DD(E)-Tn7 binding inhibition, primary FP screen; inhibition, % at 8.3 µM; FP displacement of FITC-Tn7 peptide from fibrin DD(E); 0% = median of compound wells per plate; P02675; 0.13% of 370,000 active;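 active = inhibition above the mean of compounds falling within the control limits plus 3 SD of them, cut at about 14% in these data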;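 note: 0% = plate median of compound wells and 100% = 10 µM Aha-Tn7 peptide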
#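 Assay system: Human clot-derived fibrin DD(E) complex | Buffer or medium: Tris/NaCl/CaCl2 buffer, pH 7.8 | Repeats: One replicate per compound | Benchmarks: Aha-Tn7 high control | Measure: % inhibition scaled between sample-field median and high-control FP | Schedule: 10 min plus 3 h, room temperature | Signal: Fluorescence polarization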
# PLCg1 inh: PLC-gamma1 (human) inhibition, primary screen | purified PLC-gamma1, fluorogenic substrate, fluorescence | 0.84% of 370,000 active | AID 720700 | inhibition, % at 12.2 µM | P19174; in the data active = inhibition above about 9.5%
# Target sequence (P19174 whole entry, looked up): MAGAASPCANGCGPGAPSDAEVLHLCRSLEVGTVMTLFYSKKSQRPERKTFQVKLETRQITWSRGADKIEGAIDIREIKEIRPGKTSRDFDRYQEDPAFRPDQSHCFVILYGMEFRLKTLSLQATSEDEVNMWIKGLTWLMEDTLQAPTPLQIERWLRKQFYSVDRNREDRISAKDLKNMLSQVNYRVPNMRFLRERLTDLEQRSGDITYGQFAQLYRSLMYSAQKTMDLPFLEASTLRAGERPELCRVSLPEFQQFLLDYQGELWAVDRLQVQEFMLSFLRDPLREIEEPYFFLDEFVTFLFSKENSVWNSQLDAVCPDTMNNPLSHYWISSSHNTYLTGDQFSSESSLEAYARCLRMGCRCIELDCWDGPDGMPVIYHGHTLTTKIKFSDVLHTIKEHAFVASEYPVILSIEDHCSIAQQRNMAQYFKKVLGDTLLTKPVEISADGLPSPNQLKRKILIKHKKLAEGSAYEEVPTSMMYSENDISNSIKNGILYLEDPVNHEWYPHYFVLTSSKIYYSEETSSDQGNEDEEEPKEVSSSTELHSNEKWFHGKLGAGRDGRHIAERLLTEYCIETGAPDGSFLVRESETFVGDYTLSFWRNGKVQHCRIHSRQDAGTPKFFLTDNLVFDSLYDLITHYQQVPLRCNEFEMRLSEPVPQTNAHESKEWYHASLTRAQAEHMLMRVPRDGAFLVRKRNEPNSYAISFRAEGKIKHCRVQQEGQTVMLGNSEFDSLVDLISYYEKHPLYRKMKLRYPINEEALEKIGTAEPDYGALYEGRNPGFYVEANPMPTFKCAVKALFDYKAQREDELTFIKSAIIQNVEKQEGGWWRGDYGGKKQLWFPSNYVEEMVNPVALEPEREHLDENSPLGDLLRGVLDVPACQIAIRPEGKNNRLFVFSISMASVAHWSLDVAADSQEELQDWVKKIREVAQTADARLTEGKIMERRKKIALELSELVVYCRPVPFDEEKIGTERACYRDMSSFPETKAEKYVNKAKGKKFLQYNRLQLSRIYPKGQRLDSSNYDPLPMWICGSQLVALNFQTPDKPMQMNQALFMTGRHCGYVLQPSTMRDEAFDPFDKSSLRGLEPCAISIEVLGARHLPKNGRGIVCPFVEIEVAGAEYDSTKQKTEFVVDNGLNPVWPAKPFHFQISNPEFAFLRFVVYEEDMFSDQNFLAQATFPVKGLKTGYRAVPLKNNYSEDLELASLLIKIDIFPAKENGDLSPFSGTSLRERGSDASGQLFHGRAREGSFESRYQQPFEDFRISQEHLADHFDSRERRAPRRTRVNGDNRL
# ARFGAP1 inhibitor: inhibits rat ARF GTPase activating protein 1; Q62848; Arfgap1-stimulated ARF1 GTP hydrolysis, GDP FP detection; inhibition, % at 16.5 µM; 0.26% of 360,000 active;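 active = inhibition above a per-plate limit, mean inhibition of low control wells plus 3 SD, cut at about 25% in these data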;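 note: 0% = DMSO wells with enzyme and 100% = wells lacking Arfgap1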
#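 System: truncated rat Arfgap1 GAP domain / Benchmarks: high control wells lacking Arfgap1, low control full reaction with DMSO / Times: compound-enzyme preincubation 20 min, reaction 120 min, detection 60 min, 25 °C / Repeats: one replicate per compound / Also added: human ARF1(Δ1-17)-GTP substrate / Measured by: Tracer-displacement fluorescence polarization with EDTA stop, 620/688 nm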
# Starred values were filed as active, the others as inactive; i = inactive; & = joins results of further samples.
SMILES,proKLK7 act,Tn6 DDE FP,LEDGF integ inh,ASAP1 GAP inh,TDP2 inh,ADAM17 inh,ADAM10 inh,Tn7 DDE FP,PLCg1 inh,ARFGAP1 inhibitor
c1ccc(-c2csc3ncnc(NCCCN4CCOCC4)c23)cc1,0.5,-3,3,-7,5,-5,1,-2,0,3
Cn1ncc([N+](=O)[O-])c1C(=O)NC1CCCCC1,0.5,4,-1,-10,-13,-2,-5,-5,2,-8
COC(=O)[C@]12C[C@H](CC(=O)NCc3cccs3)C(=O)N(CCC3=CCCCC3)C1=C[C@H](COCc1ccccc1)O[C@@H]2C,0.1,0,-2,8,-7,5,13,3,-2,16
COc1ccc(-c2noc(CN(C)C(=O)Nc3ccccc3)n2)cc1,0.0,-1,-2,2,-12,0,3,9,-1,-5
CCCCOC(=O)C(NC(=O)c1ccccc1)=C(C)C,-0.2,5,1,8,6,-4,5,6,1,-7
COc1ccc(NC(=O)Nc2cccc3c2O[C@H](CN(C)Cc2ccc(-c4ccccc4)cc2)[C@@H](C)CN([C@H](C)CO)C3=O)cc1,0.9,-7,0,15,3,-4,-6,0,-2,-1
O=C(COc1ccccc1Cl)Nc1ccc2oc(=O)ccc2c1,-0.6,4,1,2,-15,-7,-24,-8,-13,3
Cc1ccc(S(=O)(=O)CC(C)N2CCN(C3CCCCC3)CC2)cc1 (centres undefined),-0.2,3,1,-17,4,0,-4,-5,-1,-2
CCCNC(=O)Nc1ccc(C(F)(F)F)cc1,0.3,2,-2,-2,-7,1,0,2,0,-9
NS(=O)(=O)c1ccc(NC(=O)COC(=O)COc2cccc(C(F)(F)F)c2)cc1,-0.5,-6,-7,14,-13,-8,-1,-3,1,1
COC(=O)N1C(=O)[C@](c2ccccc2)(C(C)C)N1C(=O)OC,0.4,-3,-2,12,6,-2,4,6,2,2
C/C(=N\NC(=O)CSc1nc2ccccc2c(=O)n1-c1ccccc1C)c1cccs1,-1.0,-2,-2,-1,-14,-2,-4,6,6,-1
CCCCN(CCCC)S(=O)(=O)c1ccc(OC)c2ncccc12,0.3,-10,-1,-2,-1,1,2,-7,4,3
COc1ccc(N=Cc2c(OC)ccc3ccccc23)cc1,0.1,1,2,-9,-7,4,0,-6,5,5
CO/N=C/c1cn(-c2ccc(Cl)cc2)nn1,0.0,-3,4,7,-14,-1,1,-4,1,-4
S=C(Nc1ccccc1Cl)N1CCN(Cc2ccccc2)CC1,-0.2,7,3,-9,-7,0,-2,8,0,-7
CCOc1cc2c(cc1OCC)CN(CC(=O)Nc1ccccc1C(=O)NC1CC1)CC2,0.2,-3,-9,-12,-11,-7,-21,4,-40,8
Clc1ccc(Cn2cc(/C=N/n3cnnc3)c3ccccc32)cc1,-0.9,-5,-1,-5,8,0,6,3,1,-5
O=C(NC1CCCCCC1)c1nnc(Cc2ccc(Cl)cc2)o1,-0.1,-2,1,4,-1,-1,-1,0,-1,18
COc1cc2nc(CN3C(=O)c4ccccc4C3=O)oc(=O)c2cc1OC,-0.2,-4,-1,4,-6,-1,-7,-7,9,5
C=CCn1c(SCC(=O)N(C)C2CCS(=O)(=O)C2)nc2ccccc2c1=O (centres undefined),-0.2,-9,2,-1,-1,1,11,3,2,14
CCC(=Nc1ccccc1OC)C1=C(O)CC(c2ccccc2)CC1=O (centres undefined),0.0,-8,2,5,5,0,6,-5,1,-2
C=CCC(NCc1ccccc1)c1ccccc1 (centres undefined),0.0,1,4,-17,1,-4,-7,8,1,-5
CCOc1ccc(S(=O)(=O)NCCC(=O)N(C)CC(=O)Nc2ccc(N3CCOCC3)cc2)cc1,0.3,2,-3,5,8,-5,-4,-2,1,2
O=C(COC(=O)CNC(=O)c1sc2ccccc2c1Cl)Nc1cc(Cl)cc(Cl)c1,-0.3,-3,2,3,-4,-4,-4,-2,2,10
COc1ccc(CNS(=O)(=O)c2ccc(C)cc2)cc1,-0.5,5,-2,-10,9,-3,-9,9,-1,14
Cc1cc(C(=O)N/N=C/c2ccc(O)c([N+](=O)[O-])c2)n[nH]1,-0.2,0,1,14,-2,4,10,-5,10*,4
CCCN1CCN(C(=O)Cn2nc(C)n3c(cc4c(OC)cccc43)c2=O)CC1,2.3,14,-8,-8,1,-197,i,1,-207,10
CC(C)(C)SC(=O)C[C@@H]1NS(=O)(=O)OC2CCCCC21 (some centres undefined),-1.1,-5,1,5,-6,0,10,-4,3,-5
Cc1ccc(S(=O)(=O)c2c(N)n(-c3ccccc3)c3nc4ccccc4nc23)cc1,-18,6,-3,-9,-10,-240,i,2,-160,8

# In another format: results already given
canonical_smiles: COc1ccc(CNS(=O)(=O)c2ccc(C)cc2)cc1
  proKLK7 act: -0.5
  Tn6 DDE FP: 5
  LEDGF integ inh: -2
  ASAP1 GAP inh: -10
  TDP2 inh: 9
  ADAM17 inh: -3
  ADAM10 inh: -9
  Tn7 DDE FP: 9
  PLCg1 inh: -1
  ARFGAP1 inhibitor: 14

canonical_smiles: Cc1cc(C(=O)N/N=C/c2ccc(O)c([N+](=O)[O-])c2)n[nH]1
  proKLK7 act: -0.2
  Tn6 DDE FP: 0
  LEDGF integ inh: 1
  ASAP1 GAP inh: 14
  TDP2 inh: -2
  ADAM17 inh: 4
  ADAM10 inh: 10
  Tn7 DDE FP: -5
  PLCg1 inh: 10*
  ARFGAP1 inhibitor: 4

canonical_smiles: CCCN1CCN(C(=O)Cn2nc(C)n3c(cc4c(OC)cccc43)c2=O)CC1
  proKLK7 act: 2.3
  Tn6 DDE FP: 14
  LEDGF integ inh: -8
  ASAP1 GAP inh: -8
  TDP2 inh: 1
  ADAM17 inh: -197
  ADAM10 inh: i
  Tn7 DDE FP: 1
  PLCg1 inh: -207
  ARFGAP1 inhibitor: 10

# (further entries)
SMILES,proKLK7 act,Tn6 DDE FP,LEDGF integ inh,ASAP1 GAP inh,TDP2 inh,ADAM17 inh,ADAM10 inh,Tn7 DDE FP,PLCg1 inh,ARFGAP1 inhibitor
C/C(=N\OC(=O)c1ccc(F)cc1)c1sc(-c2ccc(Cl)cc2)nc1C,-0.2,-10,0,-5,12,-3,-4,-2,2,-2
CN1C2CCC1CC(OC(=O)c1c[nH]c3ccccc13)C2 (centres undefined),-0.7&0.6,1&0,1&4,3&4,-3&5,-5&-2,-8&-3,5&7,2&0,-6&6
CCC(C)(C)n1nnnc1C(C(C)C)N1CCN(C(=O)c2ccco2)CC1 (centres undefined),0.3,-5,2,-11,2,-1,1,1,2,8
O=C(NC(=S)Nc1cccc(Cl)c1N1CCCCC1)c1ccc2c(c1)OCCO2,-0.2,-3,0,11,-7,-1,2,-2,2,-5
COC(=O)c1cc(-c2cccc([N+](=O)[O-])c2)c2c(=O)[nH]c(=O)n(C)c2n1,-0.2,-4,2,-3,-6,-2,-4,0,-1,6
O=C1C(Nc2ccccc2)=C(N2CCCCC2)C(=O)c2ccccc21,0.2,1,22*,30*,59*,-7,-7,3,0,10
Cn1c(=O)c2ccccc2n(CC(=O)NC2CCCC2)c1=O,-0.1,3,4,8,0,-1,-18,6,5,-6
O=S(=O)(c1ccc(-c2nnc(SCc3ccccc3)o2)cc1)N1CCCC1,-0.9,2,0,-17,1,1,6,4,4,6
O=C(c1ccccc1O)N1CCOCC1,0.4,-2,0,11,-5,-1,7,-6,4,5
Cc1ccc(C)c2[nH]c(=O)c(CCNC(=O)c3ccc(Br)o3)cc12,0.4,-11,-1,-12,-23,-9,-10,5,-2,3
Cc1cc(OCCCn2ccnc2)cc(C)c1Cl,0.0,-1,2,-5,4,-6,-3,0,0,-9
CC(=O)Nc1ccc(S(=O)(=O)NCCCCNS(=O)(=O)c2ccc(NC(C)=O)cc2)cc1,-0.9,2,-1,-2,6,-6,4,5,2,2
COc1cccc(CN(C)S(=O)(=O)c2ccc3c(c2)OCCO3)c1,-0.2,-9,-4,-4,4,-2,-8,4,1,-1
COC(=O)c1ccc(NC(=O)CN2C(=O)CSC2=O)cc1,0.5,0,-2,2,6,1,-1,-5,0,11
COc1ccc(NC(=O)Nc2cc(C)cc(C)c2)cn1,0.0,0,-3,-2,-2,0,-9,-5,-3,-2
CCOc1ccccc1C(=O)NC(C)c1ccc(-n2ccnc2)cc1 (centres undefined),0.9,5,2,-11,9,-1,-3,1,-1,-8
CC(=O)c1nn(-c2ccccc2)cc1C(=O)c1ccc(Br)cc1,0.0,-2,0,0,6,-3,-4,-2,2,6
Cc1ccn(CC(C)C(=O)O)n1 (centres undefined),-0.5,-2,-1,13,-2,-5,-3,0,-1,15
Cc1oc2c(c1C(=O)NCc1cc(C(=O)O)co1)CCCC2,0.2,2,2,3,0,-3,-11,-9,-3,8
CC1CCc2sc(C(=O)NC(C)C3CCCO3)cc2C1 (centres undefined),-0.4,-2,1,-6,12,0,0,-3,-2,8
CCN(CC)C(=O)CSC(Nc1ccc(F)cc1)=C(C#N)C#N,0.1,8,2,10,-7,2,6,-7,-14,-3
O=c1cc(-c2ccccc2)nc2nc(-c3ccco3)[nH]n12,0.4,-1,1,-6,13,-8,-3,8,-3,0
COc1ccc(-c2nc(CSCC(=O)NC3CCCc4ccccc43)c(C)o2)cc1OC (centres undefined),0.8,2,1,-1,6,0,-5,3,3,-4
O=C(CN1C(=O)S/C(=C\c2ccccc2F)C1=O)Nc1ccccc1O,-0.1,-9,3,-11,-7,1,12,-2,-2,8
CCCn1c(-c2cccnc2Cl)nc2cc(Cl)c(Cl)cc21,0.1,7,1,-5,-10,0,-6,-8,-4,12
COc1ccc(/C=C/C(=O)OCC(=O)NCc2ccco2)cc1OC,2.6,-2,4,-9,-6,-27,-94,1,-52,4
CSc1snnc1-c1ccccc1,-0.6,2,7,-11,8,1,1,-2,1,7
COCCn1c(C)cc(C(=O)CSc2nc3ccccc3c(=O)n2Cc2ccco2)c1C,-0.5,1,-1,3,2,4,-2,-1,0,12
O=C(CN(Cc1ccccc1)S(=O)(=O)c1ccc(Br)cc1)NCC1CCCO1 (centres undefined),-0.4,1,-7,7,-5,-3,10,9,0,8
CCC(CO)Nc1ccn2nc(-c3cccc(Cl)c3)cc2n1 (centres undefined),4.1,0,4,1,0,-57,-248,1,-95,-5
CCOC(=O)c1ccc(NC(c2ccc(N(C)C)cc2)P(=O)(OC(C)C)OC(C)C)cc1 (centres undefined),0.4,0,-2,11,0,0,6,1,-1,-4
CCOc1ccc(C(C(=O)NC2CCCC2)N(C(=O)c2snc(C(N)=O)c2N)c2cccc(O)c2)cc1 (centres undefined),-0.5,2,-2,7,1,-18,-48,2,-26,-3
Cc1ccc(-c2nc(CN(C)C(C3CC3)C3CC3)c(C)o2)cc1,-1.4,2,1,-4,-3,-6,-6,1,-4,7

# Screening data: PubChem, The Scripps Research Institute Molecular Screening Center
